CHO-K1 Ca antag = counter-screen for M1 antagonists: effect in parental CHO-K1 cells | ATP-induced calcium, Fluo-8 fluorescence | inhibition, % at 3 µM | actives 0.6% (n = 360,000) | AID 602250;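 active means inhibition above a per-plate cutoff, the plate's mean sample inhibition plus 3 SD, cut at about 24% in these data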;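 further: 0% = DMSO plus EC80 ATP and 100% = DMSO alone without ATP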
CHRM1 antagonist = blocks human M1 muscarinic receptor; P11229; CHO-K1 hM1, Fluo-8 calcium fluorescence, ACh EC80 antagonist; inhibition, % at 3 µM; actives 1.3% (n = 360,000);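 active means percent inhibition above its own plate's cutoff, namely the mean of that plate's compound wells plus 3 SD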;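 further: peak over basal fluorescence ratio during 140 s after agonist addition; 0% = ACh EC80 plus DMSO and 100% = DMSO alone without agonist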
Target sequence (P11229 whole entry, looked up): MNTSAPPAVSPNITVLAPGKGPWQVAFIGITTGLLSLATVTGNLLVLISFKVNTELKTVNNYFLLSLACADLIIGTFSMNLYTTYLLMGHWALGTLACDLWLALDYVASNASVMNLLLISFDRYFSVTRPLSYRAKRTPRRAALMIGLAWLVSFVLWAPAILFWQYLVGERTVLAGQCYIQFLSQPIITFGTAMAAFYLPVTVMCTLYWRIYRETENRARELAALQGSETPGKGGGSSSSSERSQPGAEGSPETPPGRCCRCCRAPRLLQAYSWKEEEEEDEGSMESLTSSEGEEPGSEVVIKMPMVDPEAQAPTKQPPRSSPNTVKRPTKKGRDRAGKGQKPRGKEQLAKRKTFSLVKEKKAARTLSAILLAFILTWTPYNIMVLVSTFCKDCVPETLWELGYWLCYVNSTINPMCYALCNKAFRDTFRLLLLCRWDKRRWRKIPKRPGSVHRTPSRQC
M1 PAM parental = nonselective activator or artifact in parental CHO-K1 calcium assay. ATP EC20, Fluo-8 calcium fluorescence; 0% at ATP EC20, 100% at ATP max. activation, % at 3 µM. actives 0.02% (n = 360,000). AID 602247;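 active means activation above the run cutoff, the mean activation of all test compounds plus 3 SD, cut at about 40% in these data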;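 further: peak over basal fluorescence ratio in a 140 s read after ATP addition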
OXTR potentiate = human OXTR potentiation; actives 0.061% (n = 320,000); activation, % at 3 µM; CHO-OTR cells, Fluo-8 calcium fluorescence, potentiator mode; 0% = oxytocin EC15, 100% = EC100; AID 2445;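 active means activation above that plate's cutoff, the mean activation of tested compounds plus 3 SD, cut at about 6.6% in these data, passing the limit was not always enough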;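 further: 100% uses oxytocin at 75 nM as the full agonist control; some results filed as inactive read as strong as hits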
Target sequence (P30559 whole entry, looked up): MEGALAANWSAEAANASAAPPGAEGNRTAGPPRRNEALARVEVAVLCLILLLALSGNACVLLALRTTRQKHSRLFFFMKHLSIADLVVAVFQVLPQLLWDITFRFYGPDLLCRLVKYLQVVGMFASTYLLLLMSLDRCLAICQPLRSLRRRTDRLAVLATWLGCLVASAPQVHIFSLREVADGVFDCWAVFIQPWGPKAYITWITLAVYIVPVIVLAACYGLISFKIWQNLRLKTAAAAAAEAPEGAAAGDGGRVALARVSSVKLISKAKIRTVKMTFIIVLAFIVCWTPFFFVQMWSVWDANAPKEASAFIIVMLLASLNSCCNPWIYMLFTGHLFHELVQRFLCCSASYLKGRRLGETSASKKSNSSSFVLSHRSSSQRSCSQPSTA
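System: human OTR in CHO cells; Also added: sub-maximal oxytocin, roughly EC15; Timing: compound 6 min at room temperature before oxytocin, 100 s read; Technique: Fluo-8 intracellular calcium fluorescence, ex 470-495, em 515-575 nm; Controls: oxytocin EC15 low and EC100 high; Replication: singlicate.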
TAAR1 antagonist = human TAAR1 antagonism; Q96RJ0; AID 624466; actives 1.5% (n = 360,000); inhibition, % at 3 µM; CHO RD-HGA16 TAAR1, Fluo-8 calcium fluorescence, antagonist;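 active means inhibition above a per-plate cutoff, the mean inhibition of test compounds on that plate plus 3 SD, cut at about 49% in these data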;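 further: 0% = DMSO plus EC80 beta-PEA response and 100% = DMSO alone without agonist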
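Test system – hTAAR1-expressing CHO RD-HGA16 cells, Gα16-coupled · Reagent – β-PEA at EC80 concentration, post-compound challenge · Compound dosing – 3 µM, single point · Timing – 140 s kinetic read after compound, 140 s after agonist · Detection – Fluo-8 intracellular calcium dye fluorescence, real-time kinetic reads · Control set – DMSO and EC80 PEA controls · Repeats – n of 1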
CHO-K1 Ca ag = M1 agonist counterscreen hit in parental CHO-K1 cells; Fluo-8 calcium fluorescence; scaled to maximal ATP response, vehicle zero; activation, % at 3 µM; actives 0.48% (n = 360,000); in the data active means activation above about 15%;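 further: untransfected CHO-K1 host cells lacking M1 receptor as counterscreen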
TAAR1 ag = human TAAR1 agonism. activation, % at 3 µM. CHO RD-HGA16 TAAR1, Fluo-8 calcium fluorescence; vehicle wells 0%, saturating PEA agonist 100%. actives 0.99% (n = 360,000). Q96RJ0. AID 624467;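 active means activation above the mean activation of all test compounds in the run plus 3 SD, cut at about 38% in these data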
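Test system: RD-HGA16 (CHO) cells co-expressing Gα16 and hTAAR1; dosing: one-point dosing at 3 µM (nominal); timing: 17-24 h seeding, 75 min 37 °C dye, 30 min RT; signal: kinetic Fluo-8 calcium fluorescence; read-out basis: % activation relative to PEA EC100 response; controls: DMSO and PEA EC100; replicates: n 1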
CHO parental Ca = counter-screen for OX1R antagonists: effect in parental CHO cells. inhibition, % at 5.6 µM. parental CHO-K1, ATP-induced calcium, Fluo-8 fluorescence. actives 0.63% (n = 330,000);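 active means inhibition above that plate's mean sample inhibition plus 3 SD, cut at about 26% in these data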;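 further: 0% = ATP-challenged DMSO wells and 100% = DMSO wells without ATP; some compounds past the cut are filed as inactive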
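Assay system: parental CHO cells; Read-out basis: percent inhibition of ATP-evoked calcium rise, normalized to controls; Benchmarks: ATP and no-ATP DMSO wells; Compound dosing: single nominal dose of 5.6 µM per compound; Signal: Fluo-8 calcium dye fluorescence; Also added: ATP as calcium-mobilizing challenge; Repeats: singlicate.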
M1 ag = activates human CHRM1 receptor; P11229; CHO-K1 hM1, Fluo-8 calcium fluorescence, agonist mode; 0% DMSO, 100% acetylcholine EC100; activation, % at 3 µM; actives 0.33% (n = 360,000); AID 588814;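 active means activation above the run's mean compound activation plus 3 SD, cut at about 16% in these data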;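 further: peak over basal fluorescence ratio within a 140 s kinetic read after compound addition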
Starred values were filed as active, the others as inactive; x = not tested or not shown; & = joins results of further samples. Rows are unselected; 4.2% or so of the library scored in one or more.

SMILES | CHO-K1 Ca antag | CHRM1 antagonist | M1 PAM parental | OXTR potentiate | TAAR1 antagonist | CHO-K1 Ca ag | TAAR1 ag | CHO parental Ca | M1 ag
CCOC(=O)c1[nH]c(C(=O)O)c(CCC(=O)OC)c1C | -6 | -2 | 27 | 0 | -13 | 0.4 | 3 | -11 | -1
CCOC(=O)c1ccc(NC(=O)NCCN2CCCCC2)cc1 | -18 | 8 | 19 | -3 | 15 | 1.8 | 1 | -12 | -8
Cc1ccc(NC(=O)Cn2cnc3c(nnn3Cc3ccc(F)cc3)c2=O)cc1 | -5 | -5 | 12 | -5 | 5 | 2.0 | 5 | -11 | -4
Cc1cc(C)n(CC(=O)N/N=C/c2ccc3c(c2)OCO3)n1 | 0 | -8 | 7 | -6 | -1 | 0.0 | 0 | -5 | -5
Cc1ccc(-n2[nH]c(C)c(C=Nc3ccc4[nH]c(=O)[nH]c4c3)c2=O)cc1 | -1 | -5 | 21 | -7 | -13 | 0.1 | 6 | 9 | -2
CCCCN(C(=O)c1ccncc1)c1c(N)n(CCC)c(=O)[nH]c1=O | -3 | -18 | -8 | -7 | -13 | 0.0 | 1 | 0 | 2
O=C1/C(=C/c2cccc(Cl)c2)SC(=S)N1CCC(=O)N1CCCCC1CCO (configuration not stated) | -1 | 9 | -6 | -10 | 8 | 11 | 3 | -19 | -2
CC12CCC(C(=O)N(c3ccccc3Cl)C1=O)C2(C)C (configuration not stated) | -15 | -4 | 14 | -3 | -27 | 0.3 | 0 | -10 | -5
CCN(CC)C(=O)CSc1nnnn1-c1ccc(F)c(Cl)c1 | -18 | -7 | 19 | -4 | -25 | 1.9 | 3 | -11 | -4
O=C(COC(=O)CNC(=O)c1ccccc1)NCCCc1ccccc1 | -6 | -18 | 9 | 6 | -8 | -0.5 | 1 | -14 | 0
CC(C)(C)NC(=O)N1CCn2cccc2C1c1ccccc1F (configuration not stated) | -15 | -8 | 21 | -2 | -15 | 1.2 | -2 | 1 | -6
COc1cccc(CN2CCN(Cc3cccc4c3OCO4)CC2CCO)c1 (configuration not stated) | 5 | -1 | -10 | -2 | 6 | -0.2 | 1 | -19 | -13
COCc1nnc(NC(=O)c2ccc3c(c2)OCO3)s1 | 6 | -5 | 4 | 4 | 2 | -0.3 | 6 | -5 | -2
Cc1ccccc1C(=O)N1CCC(C(=O)OCc2ccccn2)CC1 | -10 | -7 | 16 | 0 | -15 | 0.6 | 2 | -14 | -2
CC(=O)Nc1ccc(Oc2cncc(Cl)c2)nc1 | -3 | 12 | 2 | -2 | 9 | 4.0 | 5 | -11 | -1
CC(=O)C(Sc1nc(N2CCOCC2)nc(N2CCOCC2)n1)C(=O)Nc1ccccc1 (configuration not stated) | -9 | -13 | 9 | -10 | -13 | 0.1 | 3 | -23 | 1
COc1ccc(S(=O)(=O)NNC(=O)c2cccs2)cc1 | -12 | -9 | 12 | -5 | -7 | 0.6 | 7 | 0 | -3
COc1cc(C2=NOC(C(=O)NCc3ccccn3)C2)cc(OC)c1OC (configuration not stated) | -8 | -11 | -7 | -8 | 5 | 0.2 | 7 | -2 | -1
CN(C)c1ccc(NC(=O)CSc2n[nH]c(-c3ccncc3)n2)cc1 | -12 | -6 | 1 | x | -18 | -0.1 | 2 | x | -2
COc1cc(Cl)c(CN2CCCC(CO)(Cc3ccccc3F)C2)cc1OC (configuration not stated) | -8 | -6 | 12 | -12 | -40 | 1.3 | 1 | -12 | -2
O=C(OCCc1cc2ccccc2c(=O)o1)c1ccc2c(c1)OCO2 | -14 | -3 | 4 | -9 | 27 | 2.7 | 5 | -16 | -3
CN(C)S(=O)(=O)N1CCN(c2ccc([N+](=O)[O-])c(N3CCOCC3)c2)CC1 | -13 | -3 | 15 | -1 | 12 | 1.0 | 1 | 14 | 4
Cc1ccc(Nc2c(-c3ccc(N4CCOCC4)cc3)nc3cnccn23)cc1 | -14 | -44 | 3 | 1 | -23 | 0.6 | -3 | -8 | 1
COCCn1c(=S)[nH]c2cc(C(=O)N3CCN(c4ccccc4OC)CC3)ccc2c1=O | -3 | 10 | -6 | -2 | 3 | 0.3 | 6 | -14 | -4
Cc1cccc(NC(=O)C2CCN(S(=O)(=O)c3cccc4nonc34)CC2)c1 | 5 | -1 | -12 | -12 | 22 | 6.7 | 16 | 0 | -1
O=C(O)c1ccc(-c2ccc(/C=N/Nc3ccc([N+](=O)[O-])cc3)o2)cc1 | 12 | 10 | -10 | -33 | 82* | 10 | 131* | 64* | 18*
COc1ccccc1N1CCN(S(=O)(=O)c2ccc(Cl)cc2)CC1 | -17 | -8 | 21 | -20 | -12 | 2.1 | 0 | -10 | -1
O=C(Nc1cccc2nsnc12)c1cccs1 | 0&1 | -10&-5 | 8&-5 | -3&-15 | 6&-15 | 1.1&0.3 | 8&4 | -7&-11 | -3&-2
Cc1nc(N)[nH]c(=O)c1CC(=O)OCCCl | -7 | -17 | 12 | -4 | -29 | 9.0 | 5 | -4 | 2
O=C(NC(=S)Nc1ccc2c(c1)OCO2)c1ccc(Cl)cc1 | 1 | 3 | 1 | -3 | -1 | 0.0 | 3 | -6 | 1

6 structures from above, arranged by molar mass, low to high.
SMILES | CHO-K1 Ca antag | CHRM1 antagonist | M1 PAM parental | OXTR potentiate | TAAR1 antagonist | CHO-K1 Ca ag | TAAR1 ag | CHO parental Ca | M1 ag
O=C(Nc1cccc2nsnc12)c1cccs1 | 0&1 | -10&-5 | 8&-5 | -3&-15 | 6&-15 | 1.1&0.3 | 8&4 | -7&-11 | -3&-2
Cc1ccc(Nc2c(-c3ccc(N4CCOCC4)cc3)nc3cnccn23)cc1 | -14 | -44 | 3 | 1 | -23 | 0.6 | -3 | -8 | 1
CN(C)S(=O)(=O)N1CCN(c2ccc([N+](=O)[O-])c(N3CCOCC3)c2)CC1 | -13 | -3 | 15 | -1 | 12 | 1.0 | 1 | 14 | 4
Cc1cccc(NC(=O)C2CCN(S(=O)(=O)c3cccc4nonc34)CC2)c1 | 5 | -1 | -12 | -12 | 22 | 6.7 | 16 | 0 | -1
COc1cc(Cl)c(CN2CCCC(CO)(Cc3ccccc3F)C2)cc1OC (configuration not stated) | -8 | -6 | 12 | -12 | -40 | 1.3 | 1 | -12 | -2
CC(=O)C(Sc1nc(N2CCOCC2)nc(N2CCOCC2)n1)C(=O)Nc1ccccc1 (configuration not stated) | -9 | -13 | 9 | -10 | -13 | 0.1 | 3 | -23 | 1

Remaining list, next part
SMILES | CHO-K1 Ca antag | CHRM1 antagonist | M1 PAM parental | OXTR potentiate | TAAR1 antagonist | CHO-K1 Ca ag | TAAR1 ag | CHO parental Ca | M1 ag
COc1ccc(-c2cc(C(=O)N3CCCC3)no2)cc1OC | -16 | 3 | 27 | -3 | -11 | 0.2 | 0 | -10 | -4
COc1cc([N+](=O)[O-])ccc1NC(=O)NNC(=O)c1sccc1C | -8 | -1 | 23 | -6 | -19 | 1.1 | -1 | -1 | -2
Cc1cc(C)n2nc(CC(=O)NNC(=O)COc3ccccc3)nc2n1 | -15 | -8 | 9 | 4 | -7 | 0.8 | 2 | 2 | -3
CC(NC(=O)CN1CCN(c2cccc(Cl)c2)CC1)c1ccccc1 (configuration not stated) | 3 | -15 | 0 | -18 | 0 | 0.7 | 0 | -2 | 0
COc1ccc(-n2ccnc2SCC(=O)NCc2ccccc2)c(OC)c1 | -11 | -1 | 8 | 3 | -32 | 0.5 | 1 | -16 | -4
OC(c1cccc(CN2CCCCC2)c1)c1ncc(-c2cccc(C(F)(F)F)c2)[nH]1 (configuration not stated) | -8 | 7 | 15 | x | -12 | 0.6 | 16 | x | -8
Cc1nnc(N2C(=O)C(=O)/C(=C(/O)c3ccc4c(c3)OCCO4)C2c2ccc(F)cc2)s1 (configuration not stated) | -4 | -2 | 1 | 3 | -19 | -0.2 | -1 | -5 | -1
Clc1ccc(/C=C/c2nc3ccccc3[nH]2)cc1 | -1 | -11 | 0 | -1 | 13 | 0.8 | 16 | -20 | -4
COC(=O)C1CCN(CC(=O)Nc2sc3c(c2C#N)CCC3)CC1 | -15 | -10 | 23 | -1 | 1 | 0.8 | 0 | -25 | -3
CCOc1ccc(-n2c(C)c(C(C)=O)c3cc(O)ccc32)cc1 | -11 | -10 | 5 | -6 | 0 | 0.4 | -2 | 3 | -3
CCN(C(=O)COC(=O)c1c2c(nc3ccccc13)/C(=C/c1ccccc1)CC(C)C2)C1CCS(=O)(=O)C1 (configuration not stated) | 6 | 10 | 2 | 0 | 18 | 6.8 | 3 | -10 | -3
COc1ccccc1NC(=O)CSc1ccc(-c2cccs2)nn1 | -18 | -6 | 11 | -6 | -10 | 6.3 | 0 | -16 | -5
CCC1CCCCN1Cc1nc2c(c(=O)n(C)c(=O)n2C)n1CCC(C)C (configuration not stated) | -1 | -8 | 7 | -1 | -24 | 0.1 | 1 | -7 | -1
O=C1CCCN1CCCNC(=S)Nc1ccc(F)cc1 | 9 | -4 | -7 | -2 | 11 | -0.2 | 1 | -2 | -4
O=C(c1cc2cc(Br)ccc2oc1=O)N1CCN(c2ccccn2)CC1 | -7 | -2 | -5 | -4 | -5 | 0.6 | 1 | -11 | 0
CSc1nc(Nc2ccc(Cl)cc2)c(C#N)c(=O)[nH]1 | -16 | -20 | 23 | -5 | -26 | 2.1 | 5 | 2 | 2
Cc1cc(NS(=O)(=O)c2ccc(NC(=O)c3cc4ccccc4o3)cc2)nc(C)n1 | -12 | -9 | 30 | -14 | -8 | 0.8 | -2 | -9 | -4
C=CCNC(=O)C1CCN(c2nc(C)cc(-c3ccccc3)n2)CC1 | -13 | 2 | 28 | -2 | x | 4.7 | x | -39 | -7
CC1(C)OC2OC(C3COC(=O)O3)C(OC(=O)c3ccccc3)C2O1 (configuration not stated) | -16 | -1 | 11 | x | 1 | 1.4 | 0 | x | -2
CC1(C(=O)NS(=O)(=O)c2ccc(Cl)cc2)CCN1C(=O)C1(c2ccc(Cl)cc2)CCC1 (configuration not stated) | -2 | 8 | -12 | x | -34 | -0.5 | 3 | x | -3
NNC(=O)c1csc(-c2ccc(C(F)(F)F)cc2Cl)n1 | -5 | 3 | 1 | -5 | -60 | 0.2 | 1 | -19 | -2
COc1cccc(CNC(=O)C2CCN(S(=O)(=O)c3ccccc3)CC2)c1 | -2 | -1 | 23 | 7 | 15 | 1.9 | 9 | -8 | 4
